Screening results (PubChem BioAssay)
D3 antag = blocks the human D3 dopamine receptor. P35462. D3R cells, DiscoveRx beta-arrestin luminescence, antagonist mode; hits give low values. max response, negative = inhibition, %. 360,000 tested, 2.5% active. AID 652054; in the data active = max response below about -50%; inconclusive = no clear call, values can overlap the other calls; note: % is set by controls: 0 for no effect and ±100 for the full control effect; mostly tested at two doses, the higher about 12 µM
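Cells plated overnight at 1500 cells/well, then exposed to library compounds with dopamine controls for 90 minutes at 37 degrees C. DiscoveRx reagent added for 30–60 minutes at room temperature; luminescence read, quantitative HTS format.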
HEK293 tox = cytotoxicity counter-screen for GLP-1 receptor inverse agonists; Potency, µM (top dose mostly 38.3 µM), for the others: at the highest dose activity change, negative = inhibition, usual class: inhibitors; HEK293 cAMP-luciferase reporter cells, luminescence, 24 h; 410,000 tested, 0.13% active;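 note: loss of luciferase light is scored as toxicity; potency is the fitted concentration of half-maximal effect; % is set by controls: 0 for no effect and ±100 for the full control effect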
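MLSMR compounds, 24 hr on cells at 37 deg C/5% CO2; luminescence after luciferase reagent (12 min RT). Inhibition counted as the undesired cytotoxic outcome.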
PI5P4Ka inh = inhibitors of human PI5P4K alpha; AID 652105; P48426; PI5P4Kalpha enzyme, ADP-Glo luminescence, 60 min; hits give low values; max response, %; 330,000 tested, 1.2% active; active = max response of -50% or lower; inconclusive = between -30% and -50%; inactive = -30% or higher; note: value at the top dose of about 77 µM; % is set by controls: 0 for no effect and ±100 for the full control effect
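PI5P4Kalpha ADP-Glo assay; 5 microM ATP final; 60 min RT reaction; HEPES pH 7.4/EGTA/CHAPS, 5% DMSO; controls lacking substrate or enzyme; luminescent end-point.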
IL2 activator = IL-2 activation; IL-2 activation reporter assay, cell-based qHTS; stimulated with anti-CD3/CD4/CD28 beads; in transgenic mouse T cells; activation, % (series mostly up to about 46 µM); 360,000 tested, 0.065% active; in the data active = activation above about 50%; inconclusive = mostly about 30% to 49%; note: 0% is about no effect
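Readout: EGFP and DsRed signals by fluorescent plate cytometry. Unstimulated transgenic mouse T cells received compound 60 min before antibody-bead stimulation, then incubated 18 h at 37 degrees C.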
GLP1R inv ag = GLP-1 receptor (human) inverse agonism; Potency, µM (top dose mostly 38.3 µM), for inactives: at the highest dose activity change, negative = inhibition, actives largely listed as inhibitors; AID 624417; P43220; 410,000 tested, 1.6% active; HEK293 GLP-1R CRE-luciferase, luminescence, 24 h; GLP-1R form is constitutively active; note: potency is the fitted concentration of half-maximal effect; % is set by controls: 0 for no effect and ±100 for the full control effect; nearly all actives have a fitted effect of over 55% in size
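Assay principle: reduced luminescence from a cAMP-responsive reporter in HEK293 cells co-expressing a constitutively active GLP-1R. Conditions: 24 hr compound incubation, 37 deg C, 5% CO2.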
DRD3 agonist = agonists of human D3 dopamine receptor. D3R DiscoveRx beta-arrestin cells, luminescence, 90 min. max activation, %. 410,000 tested, 0.58% active. AID 652048; in the data active = max activation above about 30%; note: 0% is about no effect; mostly tested at two doses, the higher about 12 µM
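Agonist mode: compounds and dopamine controls were applied to plated cells for 90 min at 37 degrees C after an overnight attachment at 1500 cells/well. Luminescent read-out followed 30 - 60 minutes at room temperature with DiscoveRx detection reagent.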
GLP-1R agonist = agonists of human GLP-1 receptor; 380,000 tested, 0.007% active; P43220; Potency, µM (series often up to 45.6 µM), without a hit: at the highest dose activation, usual class: activators; HEK293 GLP-1R CRE-luciferase, luminescence, 4-6 h; cells express a hypersensitive GLP-1R form; note: potency is the fitted concentration of half-maximal effect; % of control where 0% means no effect
PLK1 PBD inh = PLK1 (human) polo-box domain binding inhibition; Plk1 PBD binding of FITC phosphopeptide, fluorescence polarization; Potency, µM, for the others: max response, negative = inhibition, usual class: inhibitors; 360,000 tested, 2.8% active; note: potency is the fitted concentration of half-maximal effect; series mostly up to about 57 µM; % is set by controls: 0 for no effect and ±100 for the full control effect; nearly all actives have a fitted effect of over 65% in size
WRN helicase inh = inhibitors of human WRN helicase | Q14191 | WRN helicase unwinding, fluorescent forked duplex, kinetic | Potency, µM (titrated, usually from 114 µM), without a hit: at the highest dose activity change, negative = inhibition, actives largely listed as inhibitors | 360,000 tested, 0.46% active | AID 651768; note: potency is the fitted concentration of half-maximal effect; % is set by controls: 0 for no effect and ±100 for the full control effect; nearly all actives have a fitted effect of over 55% in size
Target sequence (Q14191 whole entry, looked up): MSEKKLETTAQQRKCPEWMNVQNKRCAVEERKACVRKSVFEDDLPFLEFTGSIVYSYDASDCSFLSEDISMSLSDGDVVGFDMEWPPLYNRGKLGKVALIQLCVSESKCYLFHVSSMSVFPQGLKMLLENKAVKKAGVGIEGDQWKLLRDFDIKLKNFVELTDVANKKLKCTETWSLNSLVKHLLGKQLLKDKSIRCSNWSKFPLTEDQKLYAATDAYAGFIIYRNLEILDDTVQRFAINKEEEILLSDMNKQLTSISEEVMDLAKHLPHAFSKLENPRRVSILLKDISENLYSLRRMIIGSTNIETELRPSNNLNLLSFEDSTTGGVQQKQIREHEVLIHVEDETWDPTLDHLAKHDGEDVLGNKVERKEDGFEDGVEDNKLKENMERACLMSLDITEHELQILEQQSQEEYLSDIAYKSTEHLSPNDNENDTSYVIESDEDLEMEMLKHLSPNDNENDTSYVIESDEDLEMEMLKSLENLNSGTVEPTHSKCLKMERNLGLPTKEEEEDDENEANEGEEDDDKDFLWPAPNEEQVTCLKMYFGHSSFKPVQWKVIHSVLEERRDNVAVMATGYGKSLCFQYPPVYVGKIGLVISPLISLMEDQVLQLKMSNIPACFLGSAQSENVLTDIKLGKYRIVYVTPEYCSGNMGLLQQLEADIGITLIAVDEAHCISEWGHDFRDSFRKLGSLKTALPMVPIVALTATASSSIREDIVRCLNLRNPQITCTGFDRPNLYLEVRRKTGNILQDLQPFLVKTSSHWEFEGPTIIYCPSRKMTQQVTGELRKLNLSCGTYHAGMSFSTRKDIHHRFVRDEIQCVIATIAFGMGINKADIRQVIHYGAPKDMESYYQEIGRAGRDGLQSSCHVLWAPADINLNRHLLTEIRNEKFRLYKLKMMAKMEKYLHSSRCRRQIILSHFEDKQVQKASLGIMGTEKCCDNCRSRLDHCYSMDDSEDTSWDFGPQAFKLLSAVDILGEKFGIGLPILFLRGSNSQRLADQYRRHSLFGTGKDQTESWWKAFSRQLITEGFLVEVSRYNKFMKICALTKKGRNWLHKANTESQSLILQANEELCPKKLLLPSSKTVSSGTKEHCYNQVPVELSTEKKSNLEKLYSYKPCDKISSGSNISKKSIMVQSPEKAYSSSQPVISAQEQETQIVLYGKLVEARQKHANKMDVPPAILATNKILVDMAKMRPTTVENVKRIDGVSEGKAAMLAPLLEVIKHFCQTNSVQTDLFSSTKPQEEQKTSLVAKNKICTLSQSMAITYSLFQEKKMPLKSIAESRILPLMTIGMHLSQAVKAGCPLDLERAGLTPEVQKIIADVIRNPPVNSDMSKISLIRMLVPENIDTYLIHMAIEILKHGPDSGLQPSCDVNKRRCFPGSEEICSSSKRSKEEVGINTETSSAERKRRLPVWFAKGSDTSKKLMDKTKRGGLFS
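Kinetic red-fluorescence monitoring (525/598 nm) tracks WRN helicase activity after 100 nM fluorophore-quencher forked duplex and 2 mM ATP are added to 20 nM enzyme pretreated 15 min at room temperature with compound.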
* hit, by the source's call; ? = inconclusive; / = no result given; & = joins results of further samples; [ ] = dose if it differs, or a comment. Unless noted, calls come from the whole dose curve; as a rule, active = well fitted curve in the direction sought with a large enough effect; inconclusive = small, poorly fitted or top-dose-only effect, or another doubt; inactive = no such curve, though single readings can be large; an effect the other way counts as inactive or inconclusive.

SMILES | D3 antag | HEK293 tox | PI5P4Ka inh | IL2 activator | GLP1R inv ag | DRD3 agonist | GLP-1R agonist | PLK1 PBD inh | WRN helicase inh
Oc1sc(C=Nc2ccc(F)cc2)c2ccccc12 | -16 | 2% | -1 | 3.0 | 0% | 0 | 3% | -28% | -11%
CC1Cc2nc(SCC(=O)Nc3nccs3)n(C)c(=O)c2S1 (stereo not given) | -7 | -3% | ? | -2.1 | 31% | 2 | -3% | -23% | -1%
Nc1ccc(Cl)c(NC(=O)c2cccs2)c1 | 4 | -2% | -5 | -0.4 | 1% | 3 | -1% | -4% | 0%
O=C(/C=C/c1ccc2c(c1)OCO2)NC1CCCC1 | -17 | 1% | -2 | -0.4 | 10% | -2 | 15% | -6% | 4%
CCOC(=O)[C@@H]1CCNC[C@@H]1c1ccccc1 | 5 | -2% | 1 | 0.8 | -27% | 1 | 11% | -2% | -11%
COc1ccccc1C#Cc1cnc2c(c1)C(=O)N([C@H](C)CO)C[C@H](C)[C@@H](CN(C)S(=O)(=O)c1cn(C)cn1)O2 | 39 | 4% | -3 | -0.2 | 3% | -1 | 15% | -17% | -10%
Cc1nn(CC(=O)NCc2ccccc2)c(=O)c2ccccc12 | -20 | 20% | / | -1.8 | 11% | 22 | -11% | 2% | 4%
COc1ccc(C(=O)N/N=C(\C)Cn2cnc([N+](=O)[O-])n2)cc1 | 9 | 0%[1.53 µM] | -9 | 0.5 | 13% | 6 | -1% | 5% | -11%[57.1 µM]
CCOP(=O)(OCC)c1nc(-c2cccc3ccccc23)oc1NCc1ccccc1 | 5 | 1% | / | 0.5 | 0% | 4 | 8% | -8% | -4%
COc1ccc(OC(=O)N2CCOCC2)cc1 | -5 | 1% | -3 | -1.7 | 3% | 0 | -1% | -6% | -1%
COc1ccc(NC(=O)COC(=O)CNC(=O)COc2ccccc2)cc1OC | -4 | 6% | 6 | 0.5 | 5% | 4 | -15% | -9% | 0%
CCOc1ccc(N2C(=O)CC(N(Cc3ccco3)C(=O)CCC(=O)O)C2=O)cc1 (stereo not given) | 10 | -18% | 1 | -1.1 | 47%[activator] | 2 | 8% | -1% | 1%
Cc1[nH]c(=O)[nH]c(=O)c1S(=O)(=O)N1CCN(c2cccc(Cl)c2)CC1 | 11 | 48%&-5%[activator] | -3 | -0.2 | 1%&6% | 0&6 | -15% | 0% | -1%
COC(=O)c1ccc(C(=O)OC)c(NC(=O)C2CC2)c1 | 7 | -3% | -5 | -1.5 | 27% | 9 | 0% | -1% | -4%
CCn1nc(C)cc1C(=O)N1CCCC(C(=O)c2ccc(Oc3ccccc3)cc2)C1 (stereo not given) | 14 | 3% | 11 | -6.9 | ? | 1 | 6% | 0% | -14%
COc1ccc(Cl)cc1S(=O)(=O)NCc1ccncc1 | -9 | -2% | -3 | -1.2 | 6% | 1 | 5% | -5% | -7%
CCOC(=O)c1cc(NC(=O)Nc2ccccn2)c(C)nc1C | 15 | 6% | 4 | -0.8 | 39%[activator] | 10 | 6% | -13% | -2%
S=C(c1ccc(-c2ccc(Cl)cc2Cl)o1)N1CCCC1 | 13 | 1% | -12 | 1.2 | 2% | -1 | -3% | ? | -2%
Cc1ccc(NC(=O)CSc2nnc(C)c(=O)n2N)cc1Cl | -5 | 2% | -1 | -5.2 | 43%[activator] | -4 | -2% | -14% | 2%
CCC(C)(C(=O)NC1CCCC1)N(C(=O)CNC(C)=O)c1ccccc1 (stereo not given) | 64 | -7% | 3 | -1.3 | 20% | 2 | 2% | -2% | 6%
OCC1(CCc2ccccc2)CCN(Cc2cccn2-c2cccnc2)CC1 | -20 | -25% | 13 | 0.2 | ? | 0 | 1% | -10% | -1%[57.1 µM]
CCCS(=O)(=O)N1CCCC(C(=O)N2CCOCC2)C1 (stereo not given) | 0 | -8% | -4 | -0.3 | 12% | 11 | -9% | 0% | 3%
CCCCc1cc(=O)oc2cc(OCC(=O)N3CCOCC3)ccc12 | -14 | -10% | -6 | 0.8 | 1% | -4 | 13% | -16% | -3%
Cc1ccccc1NC(=O)COC(=O)C1CC2CCCC(C1)C2=O (stereo not given) | -8 | 0% | 2 | -3.2 | 0% | 2 | 17% | -3% | 6%
CCN(CC)C(=O)C(C)OC(=O)COc1ccc(Cl)cc1C (stereo not given) | -6 | -31% | 8 | -0.2 | 0% | 0 | 1% | -9% | -6%
COc1ccc(Br)cc1Cn1nnc(C(=O)Nc2cccc(SC)c2)c1N | / | 0% | / | / | ? | -6 | 1% | / | /
Cc1ccc(NC(=O)c2cc(S(=O)(=O)NCCc3ccccc3)ccc2F)cc1Cl | -19 | 2% | 3 | -0.5 | ? | 4 | 13% | 2% | -23%[57.1 µM]
COC(=O)c1cc2sccc2n1Cc1nc(-c2cccc(Cl)c2)oc1C | -14 | 8%&-19% | -5 | -3.6 | 1%&-6% | 4&-6 | 3% | -3% | -2%
FC(F)Oc1ccc(NC(=S)NC23CC4CC(CC(C4)C2)C3)cc1 | -17 | ? | 8 | -4.5 | 4.5µM* | -7 | 6% | -6% | -4%
Cc1ccc(Nc2nc(-c3sc(NC(=O)c4ccco4)nc3C)cs2)cc1 | 28 | -9% | -26 | -0.3 | -1% | 12 | -4% | -7% | 2%
COc1ccc(CN2CCC2(C)C(=O)Nc2cccc(NS(C)(=O)=O)c2)c2ccccc12 (stereo not given) | -8 | -24% | 6 | -0.6 | -9% | -4 | ? | 0% | 0%[57.1 µM]
COc1ccc2c(c1)sc(N)[n+]2Cc1cc(C)cc2cccnc12 | 13 | ? | -8 | -0.8 | ? | -25 | 2% | 1% | 11%
CCS(=O)(=O)N1CCN(c2ccc([N+](=O)[O-])c(NCC3CCCO3)c2)CC1 (stereo not given) | -18 | -18% | 0 | -2.7 | 0% | -12 | 13% | -9% | 4%
COc1cc(S(=O)(=O)N2CCC(N3CCCCC3)CC2)ccc1-n1cnnn1 | 0 | 11% | -4 | 0.4 | 1% | -9 | 0% | -6% | -12%
COCCNC(=S)NC1CC2CCCC(C1)N2Cc1ccco1 (stereo not given) | 16 | 6% | / | -1.7 | 6% | -1 | 0% | -5% | -8%
Cc1ccc(-n2c(=O)c3cccnc3n2CC(=O)NCc2ccc(F)cc2)cc1C | / | 2% | / | / | ? | 3 | -5% | / | /
Cc1nc(-n2[nH]c3c(c2=O)CCCC3)[nH]c(=O)c1Cc1ccccc1 | -61* | ? | / | 5.2 | -2% | -14 | -11% | 8% | -12%
O=S(=O)(NCc1ccccc1Cl)c1cnc[nH]1 | 5 | -18% | -2 | 1.0 | -16% | -2 | -9% | -7% | 9%
CCOC(=O)Cn1c(=NC(=O)c2ccc([N+](=O)[O-])s2)sc2ccccc21 | 10 | -1% | 12 | 2.3 | 0% | -5 | -5% | -2% | 5%
CCCCCNC(=O)C(c1ccnc2ccccc12)n1c(=O)c(-c2ccccc2)nc2ccccc21 (stereo not given) | -21 | 1% | -6 | 0.8 | 10% | -2 | / | -1% | 6%
O=c1[nH]c(-c2ccccc2O)nc2c1CCCC2 | 57 | 3% | 0 | 0.7 | 40%[activator] | 6 | -2% | 0% | 6%
O=C(CSc1ccsc1[N+](=O)[O-])NCCc1ccc(Cl)cc1 | -19 | -5% | / | -2.4 | 5% | -10 | -11% | -14% | 0%
O=C(O)c1cc2ccccc2[nH]1 | 5 | 7% | 1 | 0.1 | 6% | 16 | -1% | 4% | 9%
COc1ccc(-c2oc3c(c2C(=O)OCCCO)C(OCCCCCO)CCC3)cc1 (stereo not given) | 3 | -3% | 13 | -0.1 | 8% | 1 | 8% | 4% | 8%
COc1ccc(/C=N/NC(=O)c2cccnc2)cc1CSc1nc2ccccc2s1 | 26 | ? | -6 | -2.2 | 0% | -7 | -16% | -12% | -20%
COCCn1cc(C(=O)NCc2ccco2)c2c3ccccc3n(C)c2c1=O | 10 | -3% | 7 | 0.9 | -2% | -1 | 9% | 1% | 5%
Cc1ccc(CN(C)S(=O)(=O)c2c(C)noc2/C=C/N(C)C)cc1 | 6 | -4% | -2 | -5.4 | ? | 4 | -2% | -4% | -3%
C/C(=N\NC(=S)Nc1ccccc1C)c1cc2ccccc2o1 | 1 | -5% | 3 | 0.1 | 0% | 7 | 13% | -3% | -14%
Cc1noc(C)c1C(=O)N1CCC1(C)C(=O)NS(=O)(=O)c1cccc(Cl)c1 (stereo not given) | -5 | -4% | -4 | 1.2 | 18% | 30* | -5% | -9% | 1%
COc1ccccc1C(=O)N/C(=C/c1ccc(Br)cc1)C(=O)N1CCCC1 | -6 | ? | -25 | 0.9 | -24% | 3 | 23% | 27µM* | -22%
CCOC(=O)Cc1csc(NC(=O)/C=C/c2ccc(OC)cc2)n1 | 5 | -1% | 1 | 0.3 | ? | -13 | 16% | -5% | 7%
Nc1ccc(S(=O)(=O)Nc2nccc(/C=C/c3ccc(Cl)cc3)n2)cc1 | -1 | 16% | 0 | -0.6 | 47%[activator] | -11 | 14% | 3% | -9%[57.1 µM]
COCCn1c(SCc2ccc(C(=O)OC)o2)nnc1-c1c[nH]c2ccccc12 | 9 | 9% | -4 | 0.4 | 9% | -5 | 3% | -2% | 1%
COc1ccc(S(=O)(=O)N2CC(C)N(S(=O)(=O)c3ccc(OC)cc3)CC2C)cc1 (stereo not given) | 0 | -5% | 12 | -0.3 | -18% | -11 | 7% | -8% | -6%
CCC1CCCCN1CCCNC(=O)C1CCN(c2ncnc3c2nc2n3CCCCC2)CC1 (stereo not given) | -7 | 3% | -10 | -1.6 | 5% | 3 | 20% | -5% | 0%
COc1ccccc1-c1coc2c(CN3CCOCC3)c(O)ccc2c1=O | 7 | -25% | 0 | 0.5 | 10% | -8 | -4% | 7% | 12%
